High-throughput results: PubChem BioAssay, National Center for Advancing Translational Sciences (NCATS)
AmpC inh det: blocks E. coli AmpC beta-lactamase in presence of detergent | purified AmpC, nitrocefin hydrolysis with detergent | AID 584 | Potency, µM (top dose mostly 28.7 µM), without a hit: at the top dose activity change, negative = inhibition | actives 0.09% (n = 71,000); active = well fitted curve in the direction sought with a large enough effect
Target sequence (P00811 whole entry, looked up): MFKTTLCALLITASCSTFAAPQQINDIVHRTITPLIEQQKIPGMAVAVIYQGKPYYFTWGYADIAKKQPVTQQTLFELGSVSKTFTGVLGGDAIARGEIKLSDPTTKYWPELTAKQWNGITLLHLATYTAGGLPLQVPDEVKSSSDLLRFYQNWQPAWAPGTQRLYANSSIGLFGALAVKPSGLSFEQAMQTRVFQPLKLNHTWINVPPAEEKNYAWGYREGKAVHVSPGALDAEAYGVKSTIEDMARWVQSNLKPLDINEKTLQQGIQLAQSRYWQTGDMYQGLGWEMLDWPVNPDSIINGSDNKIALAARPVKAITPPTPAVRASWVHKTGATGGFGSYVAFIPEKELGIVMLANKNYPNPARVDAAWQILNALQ
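E. coli AmpC (5.3 nM) in 20 mM phosphate pH 7.0 with 0.01% Triton X-100, preincubated 15 min RT with compound; nitrocefin (2 uL of 800 uM stock) hydrolysis followed by 480 nm absorbance every 20 s over 4 min.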
An asterisk follows results filed as active; [ ] = another dose, or the depositor's remark. % is scaled to controls: 0 for no effect and ±100 for the full control effect; potency is read from the fitted curve at half-maximal effect. These rows are one share of the data (hit frequency here may not be typical).

SMILES | AmpC inh det
Cc1ccc(N=c2oc3cc(O)ccc3cc2C(N)=O)cc1 | -3%
Cc1ccc(N2CC(C(=O)Oc3cccc(N4C(=O)CCC4=O)c3)CC2=O)cc1 (stereo unspecified) | -7%
Oc1ccc(Cc2cc(Cl)cc(Cl)c2O)cc1Cl | -2%[5.75 µM]
CCc1nc(N)c(C#N)c(-c2ccccc2OC)c1C | 1%
COc1ccc(C2NC(=O)CS2)cc1OC (stereo unspecified) | -1%
CCOc1ccc(OCC)c(NC(=O)CSc2nnc(-c3cccnc3)o2)c1 | -4%
O=NC1=C(c2c(O)[nH]c3ccccc23)CCCC1 | 5%
Cn1c(=O)[nH]c(=O)c2c1nc(NCc1ccccc1)n2CC(O)c1ccccc1 (stereo unspecified) | 0%
Cc1ccc(S(=O)(=O)O)cc1C | 9%
O=C(CCNS(=O)(=O)c1cccc2nsnc12)Nc1ccc2c(c1)OCCO2 | 0%
FC(F)(F)c1cc(-c2cccs2)nc(N2CCOCC2)n1 | -4%
O=C(CSc1oc(-c2ccc(F)cc2)nc1S(=O)(=O)c1ccc(F)cc1)NCC1CCCO1 (stereo unspecified) | -3%
CS(=O)(=O)Nc1cccc2cccnc12 | 1%
Clc1ccc(C2CC(c3ccco3)n3ncnc3N2)cc1Cl (stereo unspecified) | -1%
COc1ccc(OC)c(C2N(c3ccccn3)C(=O)C3CCCN32)c1 (stereo unspecified) | -2%
CCC/C=C(\CCC)C(NS(=O)(=O)c1ccc(C(F)(F)F)cc1)c1ccccc1 (stereo unspecified) | 10%
O=C(Cc1cccs1)Nc1cccc(C(=O)Nc2ccco2)c1 | -5%
COc1ccc(-c2cc(C(F)F)n3ncc(C(=O)NCC4CCCO4)c3n2)cc1 (stereo unspecified) | -2%
COCC(=O)N1CCC2(CC1)CCN(c1cccc(-c3ccccc3)c1)CC2 | 2%
CCCCNc1nc(C)nc2c1nc(-c1ccccc1)n2C1CCN(Cc2ccccc2)C1 (stereo unspecified) | 10%
CCOC(=O)CSc1nc2c(sc(=S)n2CCc2ccccc2)c(=O)n1Cc1ccco1 | 17%
CCOC(=O)c1c(C)c(C(=O)NCc2ccc3c(c2)OCO3)c(C)n1C | -5%
O=S(=O)(NCc1ccccn1)c1ccc2c(c1)OCCO2 | -2%
Cc1ccc(C(=O)O)cc1S(=O)(=O)N1CCSCC1 | -2%
N#Cc1c(-c2ccco2)cc(-c2ccc(F)cc2)nc1N | -4%
COc1cccc(C(=O)Nc2cnc(NC(=O)c3ccco3)cc2C)c1 | 16%
Cc1sc2c(c1C)C(c1cccs1)=NCC(=O)N2CC(=O)NCc1cccs1 | 8%
CCCOC(=O)Nc1sc2c(c1C(=O)OCC)CCC2 | 1%
CC(C)(C)c1cc(C(c2cccnc2)N2CCN(CCO)CC2)cc(C(C)(C)C)c1O (stereo unspecified) | 10%
CC1CCc2nc(N)c(C#N)c(-c3cccn3C)c2C1 (stereo unspecified) | -4%
N[C@@H](CSC1(c2ccc(Cl)cc2)c2ccccc2-c2ccccc21)C(=O)O | -4%[5.75 µM]
N#C/C(C(=O)Oc1ccccc1)=C1\C=CC=CN1 | -1%
O=C1c2ccccc2C(=O)N1OCCOCCOCCON1C(=O)c2ccccc2C1=O | 10%
CCOC(=O)c1cnc(-n2cc(C)cn2)nc1Nc1ccccc1OCC | -1%
CCc1ccccc1NC(=O)c1cc2sccc2n1C | 9%
CCOC(=O)c1sc(NC(=O)CSc2nnc3c4ccccc4n(CC)c3n2)nc1C | 6%
CCC(C)(C)NC(=O)C(c1cccnc1)N(CCOC)C(=O)Cn1nnc2ccccc21 (stereo unspecified) | -3%
COCCNC(=O)CC(NS(=O)(=O)c1ccc(C)cc1)c1ccco1 (stereo unspecified) | 20%
COc1ccc(C2=CC(c3ccc(Cl)cc3)n3cnnc3N2)cc1OC (stereo unspecified) | 19%
O=S(=O)(c1ccc2c(c1)OCCO2)N1CCC(n2cnc3cc(F)ccc32)CC1 | -2%
O=S(=O)(NC1CCCc2ccccc21)c1cnc[nH]1 (stereo unspecified) | -4%
Cc1cc(=O)oc2ccc(OC(=O)c3cccc(S(=O)(=O)N4CCOCC4)c3)cc12 | -2%
COc1ccc(OC)c(NS(=O)(=O)c2ccc(NC(=O)C3COc4ccccc4O3)cc2)c1 (stereo unspecified) | 0%
c1ccc2c(c1)nc1n2CCS1 | -5%
O=C(Oc1ccc([N+](=O)[O-])cc1)N1CCC(N2CCCCC2)CC1 | 1%

Two consecutive entries already listed, for reference:
SMILES | AmpC inh det
Cc1ccc(N=c2oc3cc(O)ccc3cc2C(N)=O)cc1 | -3%
Cc1ccc(N2CC(C(=O)Oc3cccc(N4C(=O)CCC4=O)c3)CC2=O)cc1 (stereo unspecified) | -7%

Next part.
SMILES | AmpC inh det
O=C(O)C1=C(C(=O)Nc2ccc(F)c(Cl)c2)CCCC1 | -3%
c1csc(-c2cnc3n2CCCC3)c1 | -4%
Cc1ccc(OC(=O)CCc2c(C)nc3ncnn3c2C)cc1 | -8%
COc1ccc(NC(=O)CN(C)S(=O)(=O)c2ccccc2)cc1OC | -6%
O=S(=O)(NC1CC1)c1ccc(S(=O)(=O)N2CCc3ccccc32)cc1 | 14%
Cc1ccccc1Cn1cnc2c(nnn2Cc2ccc(F)cc2)c1=O | -5%
CCOC(=O)C1=C(C)N(CCO)C(=O)NC1c1ccccc1 (stereo unspecified) | 14%
Cc1cccn2cc(CNC(=O)c3ccco3)nc12 | 1%
CN1CCCC2(CCN(C(=O)c3csnn3)CC2)C1 | 1%
C=CCNC(=O)C1CC(=O)N(c2ccc(OCC(=O)Nc3ccc(OC)cc3)cc2)C1 (stereo unspecified) | -1%
Nc1ccc2c(c1)C(=O)c1ccccc1C2=O | 10%
COc1cc(OC)c(C(=O)CCCN2CCCC2)c(OC)c1 | -4%[12.8 µM]
O=C(c1ccc(Cl)cc1)C1CCN(C(=O)N2CCOCC2)CC1 | 8%
C=CCn1c2ccccc2c2nnc(SCc3ccc4nonc4c3)nc21 | 2%
CCOC(=O)Nc1ccc2ncn(C)c(=O)c2c1 | 11%
CC(C)c1ccc(NC(=O)COC(=O)C2=COCCO2)cc1 | 13%
COc1ccc2c(c1)C(NC(C)=O)C(=O)N2C (stereo unspecified) | -3%
CCOc1ccc(NC(=O)c2cccc3c2C(=O)N(Cc2cccnc2)C3)cc1 | 0%
CC(=O)N1CCC2(CCCN(Cc3nccs3)C2)CC1 | -1%
CC(C)[C@H](N=Cc1ccccc1O)C(=O)O | -3%[5.75 µM]
COc1ccc2oc(-c3ccccc3)c(OC)c(=O)c2c1 | -4%
CCn1c(SCC(=O)Nc2nccs2)nnc1-c1ccc(S(=O)(=O)N2CCCCC2)cc1 | -2%
O=C(c1csnn1)N1CCC2(CCN(Cc3ccccc3)CC2)CC1 | 2%
O=C(Nc1ccc(N2CCOCC2)cc1)c1cccc(S(=O)(=O)N2CCCC2)c1 | -5%
C=CCN1C(=O)c2ccccc2Sc2ccc(C(=O)N3CCN(C)CC3)cc21 | 0%
O=C(OCc1cc(Cl)ccc1OC(F)F)c1cc(S(=O)(=O)O)ccc1O | -5%
O=C(NCC1CCCO1)NC12CC3CC(CC(C3)C1)C2 (stereo unspecified) | 5%
C=CCn1c(=N)c(C(=O)OCC)cc2c(=O)n3cc(C)ccc3nc21 | 1%
CCOC(=O)CSc1ccc2nnc(-c3cccnc3)n2n1 | 9%
Cc1cc(N2CCN(C3CCCC3)CC2)n2nc(C)c(-c3ccccc3)c2n1 | -1%
COc1cccc(C(=O)Nc2cccc(C(=O)N3CCOCC3)c2)c1 | -5%
Cc1csc(NC(=O)C(Cc2ccccc2)n2cccc2)n1 (stereo unspecified) | 8%
Cc1ccc(S(=O)(=O)N2CCCC2C(=O)Nc2ccc(O)cc2)cc1 (stereo unspecified) | 12%
Cc1cc(NC(=O)C2CCCC2)nc2c1c(=O)oc1ccccc12 | -4%
CC(C)(C)c1ccc(-c2noc(CCC(N)=O)n2)cc1 | -3%
COc1ccc(Br)cc1CNC(=O)CCc1nc(-c2ccc(C)cc2)no1 | -2%
CCOC(=O)C1CCCN(CCC(C)c2ccccc2)C1 (stereo unspecified) | -5%
CCn1c(SCC(=O)N2CC(=O)Nc3ccccc32)nnc1-c1ccoc1C | 0%
CN(C)C(=O)N1CCC(C(=O)NCc2cccs2)CC1 | 0%
O=C(NCc1ccco1)c1ccc(CS(=O)(=O)Cc2ccc(Cl)cc2)o1 | 1%
O=C(c1cc2cc3ccc(Cl)cc3nc2o1)N1CCC2(CC1)OCCO2 | -2%
CN(C1CCCCC1)S(=O)(=O)c1ccc(NC(=O)CCC(=O)O)cc1 | -4%
CCCCCC(=O)Nc1ccc(Cl)cn1 | 0%
O=C(c1c(F)cccc1F)N(Cc1ccccn1)C1CCCC1 | 3%
CCCCc1nnc(NC(=O)C2CCCO2)s1 (stereo unspecified) | -4%

Of the compounds above, these contain a CF3 group.
SMILES | AmpC inh det
FC(F)(F)c1cc(-c2cccs2)nc(N2CCOCC2)n1 | -4%
CCC/C=C(\CCC)C(NS(=O)(=O)c1ccc(C(F)(F)F)cc1)c1ccccc1 (stereo unspecified) | 10%

(continued)
SMILES | AmpC inh det
Cc1ccc(-n2c(C)c3c(C)nnc(C)c3c2C)cc1 | -1%
CCn1c(SCC(=O)Nc2cc(C)on2)nc2c(c1=O)SC(C)C2 (stereo unspecified) | 18%
Cc1nnc(Oc2ccccc2F)c2ccccc12 | -3%
O=C1c2ccccc2-c2ncnc3c(N4CCOCC4)cc(N4CCOCC4)c1c23 | 9%
COc1cc(CN2CCN(C(=O)CC(C)C)CC2)cc(OC)c1OC | 14%
CCOC(=O)NC1CCS(=O)(=O)C1 (stereo unspecified) | 16%
CN(Cc1ccco1)c1ncncc1-c1ccccc1Cl | 1%
COc1ccc(NS(=O)(=O)c2ccc(NC(=O)C(C)(C(F)(F)F)C(F)(F)F)cc2)nn1 | -4%
O=C(CN1C(=O)NC2(CCCCCCC2)C1=O)N1CCOCC1 | 0%
CC(=O)OC1COC(n2ccc3ccccc32)C(OC(C)=O)C1OC(C)=O (stereo unspecified) | 28%
CCOC(=O)C1CCCN(C(=O)CN2C(=O)C(CC)Oc3ccc(C)cc32)C1 (stereo unspecified) | -2%
O=C(c1cnn2c(C(F)(F)F)cc(-c3ccc(Br)cc3)nc12)N1CCOCC1 | 9%
Cc1ccc(/C=c2\sc3nc(-c4cccs4)nn3c2=O)o1 | -5%
COCCCNC(=O)Cn1cc(C(=O)C2CC2)c2ccccc21 | -3%
Cc1cc([N+](=O)[O-])c(C)c(Br)c1C | -4%[5.75 µM]
COC(=O)c1ccc(C(/C=C/[C@@H](C)C(=O)NCc2ccc(OC)c(O)c2)NC(=O)OCc2ccccc2)cc1 (stereo partly specified) | 3%
CC(=O)c1ccc(OCC(O)CN(C)Cc2cccs2)cc1 (stereo unspecified) | 11%
Cn1c(=O)c(-c2ccccc2)nc2cnc(N3CCNCC3)nc21 | -3%
Cc1cc(=O)n2[nH]c(C)c(-c3ccccc3)c2n1 | 2%
CCc1nc(NC(C)C)c2oc3ccccc3c2n1 | 8%
O=C(C1CCN(S(=O)(=O)c2cccc3cccnc23)CC1)N1CCn2c1nc1ccccc12 | 11%
Cn1c(=O)c2c(ncn2CC(=O)Nc2cc(Cl)c(Cl)cc2Cl)n(C)c1=O | 15%
CCCCCCn1c(CN2CCN(C)CC2)nc2c1c(=O)n(C)c(=O)n2C | 10%
CC1(C)CC(=O)C(C=Nc2ccccc2C(=O)O)=C(O)C1 | 8%
Cc1ccc(CCNC(=O)C2CCN(S(=O)(=O)N3CCC4(CC3)OCCO4)CC2)cc1 | -4%
Cc1cc(Cl)ccc1OCCCC(=O)N1CCN(C(=O)c2ccco2)CC1 | -1%
Cc1cc2oc(=O)cc(CN3CCC(C)CC3)c2cc1Cl | 2%
COCCNC(=O)c1snc2ccc(Cl)cc12 | -1%
O=C(Cn1nnc(-c2ccccc2-n2cnnn2)n1)NCc1ccccc1 | 11%
S=c1[nH]nc(-c2cccc(Br)c2)o1 | 9%
CCOC(=O)CN1C(=O)CSc2ccccc21 | -4%
COCCNc1nc(-c2ccc(C(=O)N(C)C)cc2)nc2ccccc12 | 5%
CCOc1c(N2CCCCC2)c(=O)c1=O | 10%
Cc1ccc(NS(=O)(=O)c2cc(C(=O)N3CCN(C)CC3)ccc2C)cc1 | -4%

5 structures from above, ordered by formula weight, smallest number first:
SMILES | AmpC inh det
CCOC(=O)CN1C(=O)CSc2ccccc21 | -4%
S=c1[nH]nc(-c2cccc(Br)c2)o1 | 9%
Cc1cc2oc(=O)cc(CN3CCC(C)CC3)c2cc1Cl | 2%
COCCNc1nc(-c2ccc(C(=O)N(C)C)cc2)nc2ccccc12 | 5%
O=C(Cn1nnc(-c2ccccc2-n2cnnn2)n1)NCc1ccccc1 | 11%

Structural class, those above containing a tert-butyl group (2)
SMILES | AmpC inh det
CC(C)(C)c1cc(C(c2cccnc2)N2CCN(CCO)CC2)cc(C(C)(C)C)c1O (stereo unspecified) | 10%
CC(C)(C)c1ccc(-c2noc(CCC(N)=O)n2)cc1 | -3%
